# From PubChem BioAssay
# Mm-Cpn inhibitor: blocks the Methanococcus maripaludis chaperonin Mm-Cpn; 0.031% of 330,000 active; Potency, µM (highest dose often 76.9 µM), for inactives: at the highest dose activity, negative = inhibition, usual class: inhibitors; purified Mm-Cpn ATPase, ADP Transcreener TR-FRET; AID 504842; note: potency is the fitted concentration of half-maximal effect; % is set by controls: 0 for no effect and ±100 for the full control effect; nearly all actives have a fitted effect of over 80% in size
#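 Quantitative HTS used 25 nM Mm-CPN and 10 uM ATP in magnesium/KCl Tris buffer, pH 7.4, with 1 mM DTT. Hydrolysis ran 30 min at 37°C; ADP was read by HTRF.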
# ATXN viability: reduces viability in counter-screen for ATXN expression inhibitors | 0.49% of 400,000 active | S2 cells (HEK-293 line with an ATXN2-luciferase reporter) viability, CellTiter-Fluor protease fluorescence, 24 h | Potency, µM (doses to about 56.7 µM), hits mostly cytotoxic | AID 651635; note: potency is the fitted concentration of half-maximal effect; nearly all actives have a fitted effect of over 40% in size
# Nrf2 activator: activators of Nrf2 (ARE) signaling; AREc32 ARE-luciferase reporter (MCF7-derived line), luminescence, 24 h; Potency, µM (doses to about 46.1 µM), for inactives: at the highest dose activation, most hits filed as activators; 0.31% of 410,000 active; AID 624171; note: potency is the fitted concentration of half-maximal effect; % of control where 0% means no effect; nearly all actives have a fitted effect of over 65% in size
#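 Steps: seed AREc32_Fluc cells (1000/well, 5% FBS OPTI-MEM); incubate overnight at 37 deg C; add 23 nL compound; incubate 24 hr; add Steady-Glo; hold 30 min RT; read luminescence.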
# HepG2 viability: counter-screen for TGF-b inhibitors: cytotoxicity in HepG2 cells; Potency, µM (top dose mostly 46.1 µM), without a hit: at the top dose activity change, negative = cytotoxicity, usual class: cytotoxic; 0.76% of 410,000 active; HepG2 CAGA-GFP viability, ATP luminescence, 18 h; note: potency is the fitted concentration of half-maximal effect; some results filed as inactive show a strong effect at the top dose
#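 CellTiter-Glo luminescence gave cytotoxicity after 18 hours at 37 degrees C. The cells were HepG2 CAGA-GFP in 1% FBS DMEM, stimulated with 500 pg/mL TGF-beta after compound addition. %Activity was normalised to no-cell wells (complete cell-killing) and DMSO (no toxicity), and curves were fitted and classified.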
# A549 tox: kills or reduces viability of A549 cells in Nrf2 counter-screen; 0.16% of 390,000 active; A549 ARE-Fluc cells, CellTiter-Fluor viability, 18-24 h; AID 504648; Potency, µM (doses to about 46 µM), without a hit: at the top dose activity change, negative = cytotoxicity, most hits filed as inhibitors; note: potency is the fitted concentration of half-maximal effect; % is set by controls: 0 for no effect and ±100 for the full control effect
#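 A549 ARE-Fluc cells in 5% FBS OPTI-MEM, 5000 cells/well, rested 2 h then exposed to compounds in concentration-response for 18-24 h at 37 °C. Viability by CellTiter-Fluor fluorescence (Ex 405/Em 525) after 30 min; luciferase luminescence (BugLite, 15 min, RT) read afterwards.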
# Akt phos inh: blocks phosphorylation of Akt | Neuro2A IGF-stimulated pAkt S473 HTRF, 20 min; active compounds read low | activity change, % for hits at 50 µM | 0.32% of 360,000 active; in the data active = activity change below about -80%; inconclusive = mostly about -51% to -80%; note: % is set by controls: 0 for no effect and ±100 for the full control effect
#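 Single-point screen (50 µM final compound) in Neuro2A cells stimulated 20 min with 6 nM IGF at 37 deg C. After lysis, Ser473-phosphorylated Akt read by HTRF (ex 330 nm, em 615/665 nm) as the 665/615 ratio.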
# CCT chaperon mod: changes cytosolic chaperonin activity; purified chaperonin ATPase assay, HTRF ADP detection, 30 min; activity change, % (test concentration not listed), hits read low; 0.3% of 360,000 active; AID 651819; in the data active = activity change below about -30%; note: % is set by controls: 0 for no effect and ±100 for the full control effect
#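 ATPase activity: ADP formed was measured by HTRF Transcreener (665/615 nm ratio) after 30 min at 37 deg C with 10 uM ATP. Compounds screened at one 76 uM concentration against 40 or 20 nM TRiC in Tris pH 7.4/KCl/MgCl2/DTT buffer.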
# TGFb SMAD3 inh: inhibitors of TGF-b signaling; HepG2 CAGA-GFP TGF-b/SMAD3 reporter, GFP fluorescence, 18 h; TGF-beta stimulated, 500 pg/mL final; 1.2% of 410,000 active; Potency, µM (top dose mostly 46.1 µM), for the others: at the highest dose activity, negative = inhibition, most hits filed as inhibitors; note: potency is the fitted concentration of half-maximal effect; % is set by controls: 0 for no effect and ±100 for the full control effect; nearly all actives have a fitted effect of over 65% in size
#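 Per well, imaged GFP fluorescence of HEPG2 CAGA-GFP cells gives the signal; cells get compound, then TGF-beta (500 pg/mL final), 18 h at 37 degrees C; %Activity versus -TGF-beta and +DMSO controls.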
# Nrf2 inh: inhibitors of Nrf2 signaling; A549 ARE-Fluc reporter, luciferase luminescence, 18-24 h; Potency, µM (titrated, usually from 46 µM), inactives show at the top dose activity change, negative = inhibition, actives largely listed as inhibitors; 2.1% of 360,000 active; note: potency is the fitted concentration of half-maximal effect; % is set by controls: 0 for no effect and ±100 for the full control effect; nearly all actives have a fitted effect of over 60% in size
#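 Two sequential reads on A549 ARE_Fluc cells exposed to compound for 18-24 h: a CellTiter-Fluor fluorescence read for viability, then a luciferase luminescence read for Nrf2/ARE activity.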
# An asterisk follows results filed as active; i = inactive; ? = inconclusive; / = not tested or not shown; & = joins results of further samples; [ ] = remark or other dose. Unless noted, calls come from the whole dose curve; as a rule, active = well fitted curve in the direction sought with a large enough effect; inconclusive = small, poorly fitted or top-dose-only effect, or another doubt; inactive = no such curve, though single readings can be large; an effect the other way counts as inactive or inconclusive.
SMILES,Mm-Cpn inhibitor,ATXN viability,Nrf2 activator,HepG2 viability,A549 tox,Akt phos inh,CCT chaperon mod,TGFb SMAD3 inh,Nrf2 inh
COc1cc([N+](=O)[O-])ccc1N=Nc1c(N)[nH]n(-c2ccccc2)c1=O,1%,i,3.4%,1%,-9%,i,-2.4,-3%,3%
COc1ccccc1CNC(=O)CN1C(=O)NC2(CCCc3sccc32)C1=O (centres undefined),0%,i,-0.3%,2%,12%,i,0.6,13%,9%
CCCS(=O)(=O)N1CCC(C(=O)NCCC(C)C)CC1,0%,i,0.1%,11%,-7%,i,0.7,1%,-26%
COC(=O)c1ccc(NC(=O)CSc2nc3c(c(=O)n(C)c(=O)n3C)n2Cc2ccccc2)cc1,/,i,-0.3%,-17%,0%,/,/,-8%,0%
Cc1cc(N(CN2CCCC2=O)C(=O)c2ccccc2)no1,?,/,0.3%,-3%,-1%,/,0.4,-8%,1%
FC(F)(F)c1cnc(Oc2ccccc2-c2nnco2)c(Cl)c1,2%,i,0.3%,-20%,9%,i,-4.6,-3%,-2%
COC1(C)CC2C(CC1OC(=O)c1cc([N+](=O)[O-])cc([N+](=O)[O-])c1)C2(C)C (centres undefined),-4%[15.4 µM],i,3.0%,-21%,1%,i,0.2,0%,3%
Cc1ccccc1-c1nn(-c2ccc(F)cc2F)cc1CNCC(C)O (centres undefined),2%,i,0.5%,-7%,-6%,i,0.6,-4%,8%
CC1(C(=O)N2CCC(CO)(Cc3cccc(C(F)(F)F)c3)CC2)CC1,0%,i,3.1%,20%,-1%,i,0.9,1%,4%
O=C(CSc1nncn2c1cc1occc12)Nc1ccc(F)c(Cl)c1,/,/,13%,-8%,2%,/,/,16%,-6%
O=C(CCC(=O)N1CCN(Cc2ccc(F)cc2)CC1)Nc1nnc(C(F)(F)F)s1,1%,i,1.4%,-17%,0%,i,-1.1,?,-19%
Nc1c(C(=O)Nc2ccc(F)c(F)c2)sc2nc(-c3ccncc3)ccc12,/,i,-0.6%,-13%,-3%,/,/,76%[activator],-14%
O=c1cc(CSc2ccccn2)c2ccccc2[nH]1,1%,i,3.0%,-2%,-14%,i,-1.1,-3%,-15%
O=C(NCc1ccccc1)c1cccc(F)c1F,0%,i,0.3%,4%,-11%,i,1.8,7%,6%
COc1ccccc1NC(=O)CCNC(=O)Cn1ccc2ccccc2c1=O,1%,i,0.0%,8%,4%,i,-3.1,6%,1%

# The last seven entries of the part above are carried over, then new ones follow.
SMILES,Mm-Cpn inhibitor,ATXN viability,Nrf2 activator,HepG2 viability,A549 tox,Akt phos inh,CCT chaperon mod,TGFb SMAD3 inh,Nrf2 inh
CC1(C(=O)N2CCC(CO)(Cc3cccc(C(F)(F)F)c3)CC2)CC1,0%,i,3.1%,20%,-1%,i,0.9,1%,4%
O=C(CSc1nncn2c1cc1occc12)Nc1ccc(F)c(Cl)c1,/,/,13%,-8%,2%,/,/,16%,-6%
O=C(CCC(=O)N1CCN(Cc2ccc(F)cc2)CC1)Nc1nnc(C(F)(F)F)s1,1%,i,1.4%,-17%,0%,i,-1.1,?,-19%
Nc1c(C(=O)Nc2ccc(F)c(F)c2)sc2nc(-c3ccncc3)ccc12,/,i,-0.6%,-13%,-3%,/,/,76%[activator],-14%
O=c1cc(CSc2ccccn2)c2ccccc2[nH]1,1%,i,3.0%,-2%,-14%,i,-1.1,-3%,-15%
O=C(NCc1ccccc1)c1cccc(F)c1F,0%,i,0.3%,4%,-11%,i,1.8,7%,6%
COc1ccccc1NC(=O)CCNC(=O)Cn1ccc2ccccc2c1=O,1%,i,0.0%,8%,4%,i,-3.1,6%,1%
C/C(CC(=O)Nc1ccc(N(C)C)cc1)=N\NC(=O)c1ccc(C(C)(C)C)cc1,1%,i,0.3%,-32%,13%,i,-1.8,-18%,12%
CCCCC(=O)Nc1cc(OCC)c(NC(=S)NC)cc1OCC,1%,i,-0.2%,-11%,-5%,i,-1.0,-8%,-5%
Cc1cc2nc(=O)c(/C=C3\C=Nc4ccccc43)c(N)n2o1,-3%,?,-0.3%,49%,-1%,i,0.3,36%[activator],2%
CC1(C)COCN1C(=O)c1ccc(C#N)cc1,0%,i,-1.4%,9%,0%,i,-1.8,0%,3%
COc1cc(/C=C2/NC(=O)N(CC(=O)Nc3ccc(C)cc3)C2=O)ccc1Oc1ccc([N+](=O)[O-])cn1,-2%,i,-0.2%,14%,-4%,i,-0.9,-22%,-13%
COc1ccc(CCNC(=O)C2CCN(S(=O)(=O)c3ccc(SC)cc3)CC2)cc1,-1%,i,-0.5%,-34%,-7%,i,-0.1,?,?
CCCCc1nnc(SC(C)C(=O)Nc2nccs2)n1C (centres undefined),0%,i,0.0%,2%,-2%,i,-2.4,-14%,2%
Cc1ccc(C(=O)NCCN2CCOCC2)c(Cl)c1,1%,i,0.6%,-39%,-3%,i,-0.4,1%,27%
CCOC(=O)Cc1csc(NC(=O)CCc2ccccc2)n1,0%,i,0.2%,1%,4%,i,2.2,?,-9%
CCC/C(O)=C1\C(=O)CC(c2ccccc2)CC1=NC(C)C(=O)O (centres undefined),-2%,i,-0.1%,-7%,-5%,i,-5.0,?,-8%
CCN(Cc1ccccc1)S(=O)(=O)c1ccc(C(=O)N(CCCN(C)C)c2nc3cc(C)cc(C)c3s2)cc1,2%,25µM*,-1.3%,i,?,i,-0.9,?,?
C[C@H]1CN([C@@H](C)CO)C(=O)c2cc(NC(=O)C3CCCCC3)ccc2O[C@H]1CN(C)C(=O)Nc1ccc2c(c1)OCO2,0%,i,0.1%,-22%,-9%,i,-3.3,-7%,-15%
N#C/C(=C(O)\C=C\c1ccccc1)c1nc2ccccc2[nH]1,-2%,i,3.0%,-1%,-1%,i,0.0,-12%,1%
COc1cc(C(C)=O)ccc1OC(=O)c1cc2cccc(OC)c2oc1=O,-3%,i,-0.3%,-2%,2%,i,-1.2,1%,15%
COc1cc(C(=O)Nc2cccc3cccnc23)cc(OC)c1OC,0%,i,4.1%,5%,0%,i,0.2,-1%,/

# Record cards, as listed above.
# Shown for N#C/C(=C(O)\C=C\c1ccccc1)c1nc2ccccc2[nH]1 = Mm-Cpn inhibitor: -2%; ATXN viability: i; Nrf2 activator: 3.0%; HepG2 viability: -1%; A549 tox: -1%; Akt phos inh: i; CCT chaperon mod: 0.0; TGFb SMAD3 inh: -12%; Nrf2 inh: 1%
# Shown for C[C@H]1CN([C@@H](C)CO)C(=O)c2cc(NC(=O)C3CCCCC3)ccc2O[C@H]1CN(C)C(=O)Nc1ccc2c(c1)OCO2 = Mm-Cpn inhibitor: 0%; ATXN viability: i; Nrf2 activator: 0.1%; HepG2 viability: -22%; A549 tox: -9%; Akt phos inh: i; CCT chaperon mod: -3.3; TGFb SMAD3 inh: -7%; Nrf2 inh: -15%

# (next part)
SMILES,Mm-Cpn inhibitor,ATXN viability,Nrf2 activator,HepG2 viability,A549 tox,Akt phos inh,CCT chaperon mod,TGFb SMAD3 inh,Nrf2 inh
COc1ccccc1NC1=C(Cl)C(=O)N(c2ccccc2)C1=O,0%,i,5.6%,11%,0%,i,-1.3,12%,0%
CCOc1ccc(C(C)(C)C)cc1S(=O)(=O)N1CCOCC1,-2%,i,-0.1%,-1%,-1%,i,-4.1,6%,11%
CCCC(=O)Nc1nn(C)c2nc3c(C)cccc3cc12,-4%,i,2.3%,14%,0%,i,0.2,0%,9%
CCC(C)/C(C)=N/NC(=O)C1COc2ccccc2O1 (centres undefined),-2%,i,-0.7%,3%,-2%,i,-1.1,1%,20%
FC(F)(F)c1cc(-c2ccccc2)nc(N2CCCCC2)n1,1%,i,-0.3%,-7%,3%,i,-2.5,?,/
COc1cccc(-c2nc(=S)c3c(o2)CCCC3)c1,-1%,?,11µM*,-17%,-1%,i,-0.6,0%,17%
O=C(CN(C(=O)CNC(=O)c1cccs1)c1ccccc1)NC1CCCCC1,1%,/,0.3%,8%,-3%,i,-1.2,0%,1%
CCOC(=O)[C@]12CCC=C1N(CCC1=CCCCC1)C(=O)[C@H](CC(=O)NCc1ccc(OC)c(OC)c1)C2,/,?,1.4%,/,/,i,1.2,/,/
Cc1cccc(CNc2ncnc3ccc(-c4ccc5c(c4)OCO5)cc23)c1,-30%&-2%,i,0.3%,-31%,-8%,/,/,?,?
COc1cccc(NC(=O)CSc2nc(=O)n(Cc3cccnc3)c3c2CCC3)c1,/,i,4.5%,-23%,12%,/,/,-23%,/
Cc1ccccc1NC(=O)C(C)SCc1ccccc1 (centres undefined),-1%,i,-0.2%,7%,4%,i,-18,17%,7%
COc1ccc(-c2cc(C(F)(F)F)nc(SCCC(=O)Nc3ccc(F)cc3F)n2)cc1,/,i,-0.8%,-54%,0%,/,/,-6%,11%
O=C(NC1CCCCC1)C1CC=CCC1C(=O)OCC(Cl)=C(Cl)Cl (centres undefined),-2%,i,-0.5%,3%,8%,i,-4.0,-4%,/
COc1ccc(OC)c(NC(=O)C2CCCN2S(=O)(=O)c2cccc3nsnc23)c1 (centres undefined),2%,i,-0.9%,-5%,1%,i,0.6,6%,9%

# No enrichment for hits. Share with any hit: about 4.4%.
